# D1 PAM: potentiators of human D1 dopamine receptor; AID 504651; potentiation, % at 10 µM; 360,000 tested, 0.036% active; HEK293 TREx D1 cells, calcium flux, dopamine EC20 potentiation; P21728; in the data active = potentiation above about 30%; also: 0% is about no effect
# Target sequence (P21728 whole entry, looked up): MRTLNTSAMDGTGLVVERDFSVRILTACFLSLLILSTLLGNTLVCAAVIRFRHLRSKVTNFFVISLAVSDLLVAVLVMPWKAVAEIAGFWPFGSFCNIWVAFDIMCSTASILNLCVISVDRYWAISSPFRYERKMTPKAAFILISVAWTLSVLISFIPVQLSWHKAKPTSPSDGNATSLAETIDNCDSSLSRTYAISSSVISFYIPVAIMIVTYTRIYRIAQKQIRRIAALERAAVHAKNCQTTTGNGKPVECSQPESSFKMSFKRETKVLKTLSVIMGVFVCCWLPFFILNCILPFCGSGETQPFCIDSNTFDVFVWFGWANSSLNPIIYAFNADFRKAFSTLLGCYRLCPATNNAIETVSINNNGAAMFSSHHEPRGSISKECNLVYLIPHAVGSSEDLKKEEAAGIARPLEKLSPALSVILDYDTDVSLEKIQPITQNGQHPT
# D2 potentiator: D2 dopamine receptor (human) potentiation. P14416. HEK293 T-REx D2, calcium flux, EC20 dopamine potentiation. potentiation, % at 10 µM. 340,000 tested, 0.34% active. AID 485347;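 active = potentiation over 3 SD above the plate norm, cut at about 30% in these data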; also: 0% is about no effect
# Target sequence (P14416 whole entry, looked up): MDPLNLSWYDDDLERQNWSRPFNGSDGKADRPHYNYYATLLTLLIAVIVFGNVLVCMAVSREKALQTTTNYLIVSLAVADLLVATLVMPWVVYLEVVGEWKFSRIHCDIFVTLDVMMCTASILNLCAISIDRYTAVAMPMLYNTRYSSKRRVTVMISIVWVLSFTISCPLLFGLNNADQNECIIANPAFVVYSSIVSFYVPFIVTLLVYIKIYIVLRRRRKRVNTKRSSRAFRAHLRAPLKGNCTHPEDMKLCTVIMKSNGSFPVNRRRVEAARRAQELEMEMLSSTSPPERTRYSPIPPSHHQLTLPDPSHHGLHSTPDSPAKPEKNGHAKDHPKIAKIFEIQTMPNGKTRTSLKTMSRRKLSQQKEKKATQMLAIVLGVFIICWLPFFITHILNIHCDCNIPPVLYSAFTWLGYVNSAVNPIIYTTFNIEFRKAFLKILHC
#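 Potentiation of an EC20 dopamine calcium response measured kinetically over 180 s, after a preceding 180 s compound-only read flagging agonists. Cells: inducible Hek293 Trex D2 line, 4000/well, cultured overnight at 30 C before dye loading.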
# D1 ag: activates the human D1 dopamine receptor; AID 504660; 360,000 tested, 1% active; HEK293 T-REx D1 cells, calcium flux, agonist mode; activation, % at 2 µM; in the data active = activation above about 30%; also: 0% is about no effect
#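 Inducible HEK293 T-REx D1 cells, force-coupled to calcium signalling, were plated at 4000 cells/well with tetracycline and held overnight at 30 C. After no-wash calcium dye loading, compound-evoked calcium rise over 180 s flagged agonists.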
# RXFP1 antag: antagonists of human relaxin receptor RXFP1; 350,000 tested, 0.59% active; activity change, negative = inhibition, % at 57.5 µM; AID 1259400; HEK293-RXFP1, relaxin-stimulated cAMP HTRF, 30 min; active compounds read low; Q9HBX9;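 active = activity change of -60% or lower, but not beyond a set lower limit; inconclusive = change between -60% and -40%, or beyond the set limit; inactive = change above -40%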; also: % is scaled to controls: 0 for no effect and ±100 for the full control effect
# TRHR enhancer: allosterically enhances the human TRH receptor | P34981 | TRHR cells, fluo-8 calcium fluorescence, EC20 TRH enhancement | 360,000 tested, 0.66% active | AID 493056 | enhancement, % at 2 µM; in the data active = enhancement above about 30%; also: 0% is about no effect
#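 Enhancer read-out: after compound pinning and an initial kinetic agonist-mode read, an EC20 of TRH (10 nM final) was injected and fluo-8 calcium signal (Ex 480/Em 530) followed at 1 s/cycle for 100 cycles in TRHR-expressing cells.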
# Anesthetic bind: binds horse apoferritin like a general anesthetic | P02791 | apoferritin/1-aminoanthracene competitive binding, fluorescence | Potency, µM (doses to about 77.5 µM), inactives show at the highest dose activity change, negative = displacement, actives largely listed as inhibitors | 350,000 tested, 0.074% active | AID 485281; also: potency is read from the fitted curve at half-maximal effect; % is scaled to controls: 0 for no effect and ±100 for the full control effect; nearly all actives have a fitted effect of over 20% in size
# Target sequence (P02791 2-175 limits assumed): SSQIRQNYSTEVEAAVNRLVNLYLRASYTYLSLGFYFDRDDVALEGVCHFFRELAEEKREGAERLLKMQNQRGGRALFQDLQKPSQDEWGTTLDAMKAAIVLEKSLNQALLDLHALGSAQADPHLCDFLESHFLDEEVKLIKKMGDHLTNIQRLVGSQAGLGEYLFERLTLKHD
#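 Probe: 1-aminoanthracene (50% saturated, PBS). Protein: horse-spleen apoferritin, 10 uM. Incubation: 10 min, room temperature. Detection: 380 nm excitation, 535 nm emission. Analysis: normalized response, four-parameter Hill.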
# RXFP1 agonist: activates the human relaxin receptor RXFP1; Q9HBX9; HEK293T-RXFP1 cAMP TR-FRET, 30 min; response scale: percent of porcine relaxin response, buffer zero; Potency, µM (top dose mostly 57.5 µM), without a hit: at the highest dose activation, hits mostly activators; 370,000 tested, 0.3% active; AID 2676; also: potency is read from the fitted curve at half-maximal effect; % is scaled to controls: 0 for no effect and ±100 for the full control effect; nearly all actives have a fitted effect of over 60% in size; many of its hits are not listed in these tables
#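 HEK293T cells stably expressing RXFP1 were pretreated with the PDE4 inhibitor Ro 20174, exposed to compounds for 30 min at 37C, lysed, and cAMP was read by TR-FRET. Data normalized to buffer (basal) and 29 nM porcine relaxin (100%).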
# D1 antag: human D1 dopamine receptor antagonism; P21728; HEK293 TREx D1 cells, calcium flux, dopamine EC80; active compounds read low; activity change, negative = inhibition, % at 10 µM; 360,000 tested, 3.2% active; in the data active = activity change below about -30%; also: % is scaled to controls: 0 for no effect and ±100 for the full control effect
#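 Using tetracycline-induced force-coupled D1 Hek293 cells and a calcium dye, signals were followed for 180 s after compound, then for 180 s after EC80 dopamine, to detect inhibitors.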
# TRHR ag: agonists of human TRH receptor; P34981; TRHR cells, calcium flux fluo-8, FDSS agonist mode; activation, % at 2 µM; 360,000 tested, 0.18% active; AID 493084; in the data active = activation above about 30%; also: 0% is about no effect
#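 TRHR-expressing cells, plated overnight in medium with 10% serum, were loaded with fluo-8 calcium dye at room temperature. After a 10 s baseline, library compound was pin-added and calcium release was recorded kinetically (ex 480/em 530) as agonist response.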
# An asterisk follows results filed as active; ? = inconclusive; / = not tested or not shown; [ ] = remark or other dose. Unless noted, calls follow the shape of the dose curve; as a rule, active = well fitted curve in the direction sought with a large enough effect; inconclusive = small, poorly fitted or top-dose-only effect, or another doubt; inactive = no such curve, though single readings can be large; an effect the other way counts as inactive or inconclusive.
SMILES,D1 PAM,D2 potentiator,D1 ag,RXFP1 antag,TRHR enhancer,Anesthetic bind,RXFP1 agonist,D1 antag,TRHR ag
COC(=O)c1ccccc1NC(=O)COC(=O)CSc1nnc(N)s1,-3,0,0,-10,0,0%,0.2%,1,0.1
O=C(CNC(=O)c1ccc(Cl)cc1Cl)OCC(=O)N1CCCC1=O,-6,6,2,-14,-8,/,0.6%,16,-0.2
COc1ccc2c(c1)c1c(c(=O)n(-c3ccccc3C)c(=O)n1Cc1ccccc1C)n2C,0,-2,2,/,2,-1%,24%,4,0.3
Cc1nc(Cc2ccc(OC(C)C)cc2)[nH]c(=O)c1CC(=O)O,-2,-10,5,-2,2,-2%,-0.4%,4,2.9
COc1ccc(NC(=O)Nc2cccs2)cc1OC,-1,-14,1,-19,-5,-11%,0.4%,-5,1.0
CN(CCC1CCOCC1)C(=O)c1cc(COc2c(F)cccc2F)on1,-3,2,4,21,0,-11%,0.2%,-19,0.1
O=C(Cc1ccccc1)NC1CC(=O)N(c2ccc3c(c2)OCCO3)C1 (stereo unspecified),-5,7,-2,/,-7,-6%,0.8%,/,0.3
COc1ccc(NS(=O)(=O)c2cc(NC(=O)c3sccc3C)ccc2N2CCOCC2)cc1,0,-17,3,0,7,-12%,1.5%,-2,-1.3
CC1CN(C(=O)COc2coc(CN3CCc4ccccc4C3)cc2=O)CC(C)O1 (stereo unspecified),0,18,1,0,2,/,0.5%,13,0.0
NNC(=O)COc1ccc(-c2n[nH]c(C(F)(F)F)c2-c2ccc(Br)cc2)c(O)c1,-8,/,39*,-4,-3,-20%,-0.7%,-37*,1.8
N#Cc1c(-c2ccccc2Cl)cc(-c2ccccc2)nc1Br,-2,1,9,0,20,-16%,0.5%,-11,0.5
COc1ccccc1CNC(=O)CSc1ncc(C(=O)Nc2ccccc2)c(=O)n1C,-2,12,3,-6,1,/,0.1%,14,-0.2
CC(=O)c1ccc(NC(=O)CCC(=O)OCC(F)(F)C(F)F)cc1,-3,15,2,11,-4,-11%,-0.4%,-4,0.6
CCN(CC(=O)Nc1c(F)cccc1F)C(=O)C1CCC1,4,6,4,10,2,/,-1.4%,13,0.6
Cc1ccc(C2CC(=O)c3cnc(N4CCc5ccccc5C4)nc3C2)cc1 (stereo unspecified),6,-6,4,-5,-4,-22%,-0.9%,13,0.0
O=S(=O)(c1ccc(NCc2ccccc2)cc1)N1CCOCC1,0,-4,9,9,2,-19%,-0.4%,-12,-0.7
O=C(Nc1ccn(Cc2c(F)c(F)cc(F)c2F)n1)c1cccc(Cn2cc([N+](=O)[O-])cn2)c1,-7,-2,7,-17,1,?,1.1%,1,1.2
COc1cc(OC)c2cc(C(=O)N/N=C/c3ccccc3O)[nH]c2c1,-5,-14,3,1,-5,-4%,3.5%,-10,0.7
CCCCn1c(N)c(N(CC(C)C)C(=O)CCNC(=O)c2ccc(Br)cc2)c(=O)[nH]c1=O,-12,-3,0,8,1,/,-2.2%,4,0.2
Cc1ccccc1Cn1nnc2c(=O)[nH]c(C3CCN(C(=O)c4ccc(F)cc4)CC3)nc21,-1,15,-1,-23,4,-8%,-2.1%,4,-0.6
O=C(CN1C(=O)NC2(CCCC2)C1=O)N1CCN(S(=O)(=O)c2cccc(C(F)(F)F)c2)CC1,0,2,2,-5,-2,/,0.1%,-10,-0.2
Cc1ccc(S(=O)(=O)Nc2ccc(Br)cc2C(NCC(=O)O)c2ccccc2)cc1 (stereo unspecified),-7,-2,14,/,-6,?,-0.5%,-22,-0.3
CCSc1nnc(-c2cccc(S(=O)(=O)N(CC)CC)c2)n1Cc1ccccc1,-3,-2,0,-10,-1,-17%,2.5%,-19,-0.1
Cc1ccc(N(C(=O)CNC(=O)c2ccco2)C(C(=O)NC2CCCCC2)c2cccnc2)cc1C (stereo unspecified),-5,-5,1,2,4,8%,1.8%,-5,-0.6
COC(=O)C1=CN(Cc2cccs2)C=C(C(=O)OC)C1c1cccc(Cl)c1,3,6,-1,14,-2,191%[activator],5.4%,10,-0.4

# Retrieved one by one from the list above, 2 records:
SMILES,D1 PAM,D2 potentiator,D1 ag,RXFP1 antag,TRHR enhancer,Anesthetic bind,RXFP1 agonist,D1 antag,TRHR ag
COC(=O)C1=CN(Cc2cccs2)C=C(C(=O)OC)C1c1cccc(Cl)c1,3,6,-1,14,-2,191%[activator],5.4%,10,-0.4
O=C(Nc1ccn(Cc2c(F)c(F)cc(F)c2F)n1)c1cccc(Cn2cc([N+](=O)[O-])cn2)c1,-7,-2,7,-17,1,?,1.1%,1,1.2

# Later entries
SMILES,D1 PAM,D2 potentiator,D1 ag,RXFP1 antag,TRHR enhancer,Anesthetic bind,RXFP1 agonist,D1 antag,TRHR ag
CCN(c1ccccc1)S(=O)(=O)c1cnc[nH]1,-2,1,1,5,-2,-6%,-0.5%,-17,-0.2
O=C(CC1C(=O)NCCN1Cc1ccc(F)c(F)c1)NCCn1cccn1 (stereo unspecified),-4,/,3,13,-3,-5%,-1.2%,-2,0.9
CCOC(=O)c1ccc(NC(=O)Nc2cc3c(cc2N2CCCC2)n(C)c(=O)n3C)cc1,-5,15,2,/,3,-10%,0.4%,-32*,0.1
CC(C)NC(=O)c1ccc2c(c1)N(CC(=O)N1CCCCC1)C(=O)C(C)(C)O2,5,22,2,-16,5,-10%,-2.3%,-5,-0.3
COc1cccc(CNC(=O)Cc2ccc(OC)c(S(=O)(=O)N3CCOCC3)c2)c1,-2,9,3,-12,-6,/,-1.2%,1,-0.2
COC(=O)C1=C(C)OC(N)=C(C#N)C1c1ccsc1 (stereo unspecified),-5,7,-1,4,-4,-7%,-0.6%,-13,-0.3
Cn1c(=O)n(-c2ccc3c(c2)OCO3)c2nc(-c3ccc(Cl)cc3)nc(C(N)=O)c21,1,0,-1,/,2,-5%,-2.2%,-8,-0.1
COc1ccccc1N1CCN(C(=O)c2cc3c(=O)n(Cc4cccnc4)ccc3nc2C)CC1,-3,-9,3,-19,1,-4%,4.0%,-12,0.0
COc1ccccc1-n1c(SCC(N)=O)nc2sc3c(c2c1=O)CCC3,-7,10,2,-9,9,-7%,-1.7%,7,-3.8
O=C(O)CSc1c(-c2cccs2)[nH]c2ccccc12,1,-8,-1,-7,-3,-3%,-3.1%,-7,0.0
Cc1nnn(C23CC4CC(CC(CC(=O)Nc5ccc(C)c(C)c5)(C4)C2)C3)n1,-2,5,2,2,-3,?,-0.4%,15,-1.1
CC(=O)Nc1ccc(S(=O)(=O)NCCc2cc3c(C)ccc(C)c3[nH]c2=O)cc1,-1,4,2,/,-1,-1%,-0.1%,0,1.0
CCC(OC(C)=O)c1cc2c(cc1[N+](=O)[O-])OCCO2 (stereo unspecified),-2,0,-2,4,5,-18%,-0.8%,17,-1.7
Cc1ccc(CNC(=O)COC(=O)Cn2nc(C)c([N+](=O)[O-])c2C)cc1,-6,5,1,-5,1,-17%,2.2%,-8,-0.9
O=C(c1ccco1)n1c(=S)nc2ccccn21,3,0,-1,-9,-1,-12%,3.3%,-9,-0.8
CCc1ccc(OCc2n[nH]c(=S)n2Cc2ccccc2)cc1,0,/,1,-12,-8,-1%,-2.2%,-13,0.4
Cc1cc(C)c[n+](CC(=O)c2ccc(-c3ccccc3)cc2)c1,-3,-9,3,11,4,4%,-1.4%,-4,-1.0
COc1cccc(OC)c1OCCN(C)C,0,9,9,8,9,-13%,0.6%,9,3.8
Cc1ccc(-n2nnnc2SC(C)C(N)=O)c(C)c1 (stereo unspecified),-8,14,0,-4,-1,-11%,-1.3%,-17,0.0
Cc1cc(C=NCCCO)c(C)n1-c1cc(Cl)ccc1Cl,-1,-1,3,-1,0,-8%,2.2%,1,-1.2
Cc1ccc(S(=O)c2ccc(C)cc2)cc1,-5,1,2,9,-14,?,-0.4%,-4,0.5
CCC(CC)C(=O)Nc1cccc(-c2nc3cccnc3s2)c1,0,-8,0,-1,2,-2%,-3.5%,6,0.4
CCOC(=O)CSc1nc(-c2ccccc2)cc(C(F)(F)F)n1,-4,-6,5,-17,-2,6%,-4.3%,-6,0.7
N/C(=N\OC(=O)CCCC(=O)O)c1ncc(C(F)(F)F)cc1Cl,-1,18,3,-11,12,-4%,-5.5%,-8,-0.8
O=C(NCCSCc1ccco1)Nc1cc(Cl)cc(Cl)c1,-13,-13,13,-71*,-6,-5%,1.4%,-22,0.2

# Going on with the list.
SMILES,D1 PAM,D2 potentiator,D1 ag,RXFP1 antag,TRHR enhancer,Anesthetic bind,RXFP1 agonist,D1 antag,TRHR ag
Cc1ccccc1-c1noc(CNC(=O)c2ccco2)n1,-4,-10,4,-8,4,3%,-3.7%,3,-0.9
COc1cc(OC)cc(C(=O)N[C@H](C(=O)OCC(=O)Nc2ccc(F)c(F)c2F)C(C)C)c1,9,-18,8,-3,0,-9%,2.0%,3,0.2
O=C(NCc1ccccn1)c1ccc(Cn2cc(C(F)(F)F)ccc2=O)cc1,-3,-5,3,-7,-3,-2%,0.7%,6,0.7
COc1ccc(NC(=O)C2CCCN(C(=O)Nc3cccc(OC)c3)C2)cc1 (stereo unspecified),18,/,0,-33,0,-6%,-2.8%,35,-0.2
CCOc1ccc(-n2c(C)nc(O)c2N=Nc2ccccc2)cc1,-2,-3,3,-10,25,-2%,-2.3%,6,0.3
CCN(CC)S(=O)(=O)c1ccc(/C=C/C(=O)Nc2ccc(F)c(F)c2F)cc1,-9,-11,8,-15,-2,?,0.7%,-13,0.7
COCC1CCN(C(=O)C2CCC(=O)N(Cc3cccc(F)c3)C2)CC1 (stereo unspecified),-3,-3,2,0,-2,-3%,3.3%,-10,0.5
N#Cc1cc2c(=O)n3ccccc3nc2n(-c2ccc(Cl)cc2)c1=O,4,5,2,1,4,171%[activator],7.0%,3,-0.4
Cc1cc2nc(-c3ccc[nH]c3=O)[nH]c2cc1C,-9,-5,1,1,0,784%[activator],30%,-65*,-0.1
O=C(Nc1ccccc1)NN(C(=O)CCl)c1ccccc1,-1,/,1,13,6,0%,2.8%,3,0.4
COC(=O)c1cc(S(=O)(=O)Nc2nn(C)c3cccc(F)c23)oc1C,4,/,0,2,-4,10%,1.3%,-40*,-0.2
CCOc1ccc(CCNC(=O)c2ccc3c(c2)nc2n3CCOC2)cc1OCC,-1,-10,0,-4,-4,4%,0.9%,-7,-0.2
CCOc1ccc(NC(=O)Nc2cc(C)ccc2F)cc1,3,5,0,27,-2,-3%,1.4%,-5,-0.2
O=c1[nH]cnc(O)c1C(c1ccc(Br)cc1)c1c(O)nc[nH]c1=O,-4,15,4,2,8,5%,0.7%,6,0.0

# Source: PubChem BioAssay (National Center for Advancing Translational Sciences (NCATS))

# The list is partial, so the mix of outcomes need not match the whole.
